# MIN6 prolif: induces beta-cell replication in MIN6 cells; MIN6 cells proliferation, ATPlite luminescence, 48 h; cells starved in 0.2% serum; 100% = growth in 10% serum; proliferation, % at 10 µM; 330,000 tested, 0.29% active;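 active = compounds whose signal lies at least 3.5 SD above the mean of all wells on their plate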;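 also: 0% = DMSO-treated cells in low-serum medium and 100% = 10% serum control; some compounds called inactive have numbers as strong as hits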
# PfGluPho inh: PfG6PD (Plasmodium falciparum) enzyme inhibition; 350,000 tested, 0.78% active; PfGluPho enzyme, NADPH resazurin-diaphorase fluorescence; AID 504690; inhibition, % at 20 µM;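 active = inhibition reaching at least a set limit at 20 µM in the primary screen, cut at about 59% in these data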;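 also: 0% = DMSO wells with substrate and 100% = DMSO wells lacking glucose-6-phosphate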
# UBC13 polyUb: blocks human UBC13 polyubiquitin chain formation; TR-FRET; inhibition, % at 20 µM; 330,000 tested, 0.47% active; AID 485273; in the data active = inhibition above about 45%, passing the limit was not always enough
# SENP8 block-1: inhibitors of human SENP8 protease; AID 602440; recombinant SENP8, Nedd8 substrate fluorescence; inhibition, % at 20 µM; 360,000 tested, 0.64% active; in the data active = inhibition mostly above about 40%, no sharp cut-off; inactive = mostly below about 27%
# SENP7 block: inhibitors of human SENP7 protease. Q9BQF6. recombinant SENP7, Z-RLRGG-aminoluciferin luminescence, 40 min. inhibition, % at 5 µM. 330,000 tested, 1.5% active. AID 434973;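 active = inhibition above about 50% at the single test dose, limit read from the data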;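 also: plate controls were DMSO with enzyme for no effect and no enzyme buffer wells for full effect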
# Target sequence (Q9BQF6 706-1050 limits assumed): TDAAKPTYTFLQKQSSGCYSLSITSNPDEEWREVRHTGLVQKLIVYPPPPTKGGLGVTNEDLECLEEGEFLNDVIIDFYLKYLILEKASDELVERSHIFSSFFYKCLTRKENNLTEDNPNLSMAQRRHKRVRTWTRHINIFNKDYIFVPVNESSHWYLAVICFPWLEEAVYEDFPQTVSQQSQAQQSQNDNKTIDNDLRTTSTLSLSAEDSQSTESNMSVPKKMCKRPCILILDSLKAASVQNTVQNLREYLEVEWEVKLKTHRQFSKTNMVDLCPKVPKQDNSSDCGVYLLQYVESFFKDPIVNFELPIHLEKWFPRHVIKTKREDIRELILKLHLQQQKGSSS
# SENP1 inh: inhibitors of human SENP1 SUMO protease catalytic domain; inhibition, % at 10 µM; AID 624204; recombinant SENP1 catalytic domain, CyPet-SUMO1-YPet FRET cleavage; 360,000 tested, 0.21% active;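 active = inhibition at least 30% at 10 µM, raw YFP signal under a set limit, fluorescence ratio 0.5 to 1.5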;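 also: 0% = enzyme with DMSO and 100% = no enzyme wells; some results filed as inactive read as strong as hits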
# Target sequence (Q9P0U3 419-644 limits assumed): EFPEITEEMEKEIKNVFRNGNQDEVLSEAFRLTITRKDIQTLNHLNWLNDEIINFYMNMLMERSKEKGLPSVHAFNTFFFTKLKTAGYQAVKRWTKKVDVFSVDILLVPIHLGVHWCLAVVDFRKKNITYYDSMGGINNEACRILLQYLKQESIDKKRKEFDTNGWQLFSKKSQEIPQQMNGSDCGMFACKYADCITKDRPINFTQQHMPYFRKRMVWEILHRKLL
#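 Test system: human SENP1 catalytic domain; medium: Tris pH 8 buffer plus EDTA, NaCl, BME, BSA, NP40, catalase; incubation: 50 min reaction at room temperature; technique: FRET, CFP and YFP emission; controls: no-enzyme low control and enzyme-plus-DMSO high control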
# HKDC1 inh: inhibitors of human hexokinase HKDC1. Q2TB90. recombinant HKDC1, G6PDH/diaphorase resazurin coupled fluorescence. inhibition, % at 20 µM. 340,000 tested, 0.16% active. AID 493160;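 active = inhibition above about 35% when tested at 20 µM, limit read from the data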;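 also: plate controls were DMSO wells with enzyme for no effect and DMSO wells lacking enzyme for full effect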
#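 Material: recombinant HKDC1 hexokinase; Amount: HKDC1 at 5 µg/mL; Medium: Tris pH 8.0 buffer with MgCl2, Tween-20, BSA, BME; Schedule: 90 min reaction incubation at room temperature, dark; Technique: coupled resazurin fluorescence, excitation 525 nm, emission 613 nm.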
# SENP6 block: blocks the human protease SENP6 | Q9GZR1 | Recombinant SENP6 catalytic domain, aminoluciferin luminescence | inhibition, % at 10 µM | 330,000 tested, 1.8% active | AID 2599;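 active = inhibition above about 50% at the single tested dose, limit read from the data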;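 also: plate controls were DMSO wells with enzyme for no effect and DMSO wells lacking enzyme for full effect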
# Target sequence (Q9GZR1 628-1112 limits assumed): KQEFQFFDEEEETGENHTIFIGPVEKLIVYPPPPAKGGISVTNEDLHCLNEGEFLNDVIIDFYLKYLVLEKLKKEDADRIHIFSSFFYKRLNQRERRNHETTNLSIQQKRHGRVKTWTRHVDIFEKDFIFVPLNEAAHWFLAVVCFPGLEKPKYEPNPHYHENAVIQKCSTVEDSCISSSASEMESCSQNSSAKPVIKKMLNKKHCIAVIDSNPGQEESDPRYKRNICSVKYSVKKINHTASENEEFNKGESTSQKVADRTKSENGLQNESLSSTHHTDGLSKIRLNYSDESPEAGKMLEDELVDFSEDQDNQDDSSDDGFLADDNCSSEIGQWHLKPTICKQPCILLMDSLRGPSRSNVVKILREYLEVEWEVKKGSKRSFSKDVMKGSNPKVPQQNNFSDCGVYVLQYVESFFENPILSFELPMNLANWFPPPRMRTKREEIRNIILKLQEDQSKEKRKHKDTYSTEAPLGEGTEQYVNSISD
# SENP8 block-2: blocks the human protease SENP8. AID 2540. 330,000 tested, 1.2% active. inhibition, % at 10 µM. purified SENP8, Z-RLRGG-aminoluciferin cleavage, luminescence. Q96LD8; in the data active = inhibition above about 50%
# The depositor's hits bear a star; · = not tested or not shown; & = joins results of further samples. Rows were taken by chance; any-hit rate near 4%.
No.	smiles	HKDC1 inh	SENP8 block-1	MIN6 prolif	SENP8 block-2	SENP6 block	SENP1 inh	SENP7 block	PfGluPho inh	UBC13 polyUb
1	CC1(C)Cc2ccccc2/C(=C/C(=O)N2CCCCCC2)N1	-0.1	4.5	0.5	-6.2	-0.5	-33.1	10.2	-4.0	7.9
2	O=C(CSc1nc(-c2ccccc2)nc2ccccc12)Nc1nccs1	-4.9	8.9	-3.2	-4.5	-13.6	-23.1	6.0	1.1	-2.6
3	COc1ccc(NC(=O)Cn2nc(Cc3cccnc3)c3ccccc3c2=O)c(OC)c1	-6.7	9.2	-0.3	7.0	23.2	0.1	3.6	-24.3	11.3
4	COc1ccc(CNC(=O)c2ccc(N(C)S(=O)(=O)c3ccc(C)cc3)cc2)cc1	-1.6	9.1	-3.6	-10.2	-5.1	0.6	-7.9	9.0	-4.5
5	Cc1nc(CSc2nnc(C)s2)cs1	-1.6	3.2	0.0	-1.4	-6.8	0.9	-8.3	-14.2	-9.8
6	CCC(=O)Nc1nnc(C(C)(C)C)s1	0.0	6.4	-1.1	2.1	1.4	1.5	4.1	-19.9	-1.2
7	CC(=O)N1c2ccc(S(=O)(=O)N3CCCC3)cc2CC1C(=O)NC(C)C (stereo not drawn)	-5.7	-1.7	12.6*	-4.4	4.9	1.9	0.0	-11.5	5.9
8	COc1cccc(Cn2cc(C)cc(NC(=O)NCc3ccccc3)c2=O)c1	1.7	-442.4	-3.0	-4.8	-0.9	0.5	7.5	0.6	8.1
9	Cn1cnc(S(=O)(=O)NCc2cccs2)c1	6.1	7.5	-0.3	-3.0	-5.9	-0.8	3.3	6.0	1.3
10	COc1ccc(S(=O)(=O)Nc2cccc3c2O[C@H](CN(C)Cc2ccc(C(=O)O)cc2)[C@@H](C)CN([C@H](C)CO)C3=O)cc1	-5.7	3.6	-1.7	2.5	-6.7	-0.7	11.6	4.7	6.3

# Results in sequence from the entries so far.
# SENP1 inh, nos. 3–9 → 0.1, 0.6, 0.9, 1.5, 1.9, 0.5, -0.8
# SENP6 block, nos. 3–9 → 23.2, -5.1, -6.8, 1.4, 4.9, -0.9, -5.9
# SENP8 block-2, nos. 3–9 → 7.0, -10.2, -1.4, 2.1, -4.4, -4.8, -3.0

# Other compounds
No.	smiles	HKDC1 inh	SENP8 block-1	MIN6 prolif	SENP8 block-2	SENP6 block	SENP1 inh	SENP7 block	PfGluPho inh	UBC13 polyUb
11	CC(C)C1C(C#N)=C(N)Oc2n[nH]c(-c3cccs3)c21 (stereo not drawn)	0.5	5.4	-1.3	5.0	10.1	-0.2	-2.9	-1.7	4.5
12	COc1ccc(C2=C/C(=C\c3ccccc3OC(C)=O)C(=O)O2)cc1	-3.5	-308.8	-4.3	-6.2	-19.0	-24.2	14.8	5.5	-10.3
13	CCn1nc(C)c(NC(=O)c2ccc(Br)o2)c1C	-5.1	17.9	0.0	-8.7	-16.0	0.9	-6.5	-1.1	0.8
14	COC(=O)C1CCN(C(=O)C2CCN(C(=O)[C@H](C)NS(=O)(=O)c3ccc(C)cc3)CC2)CC1	-4.7	20.8	1.1	2.4	0.8	1.9	2.5	-1.2	-1.5
15	COc1cccc(N2C(=O)C3C(C2=O)C2C=CC3C23CC3)c1 (stereo not drawn)	-4.3	15.9	-1.6	7.5	-3.4	2.5	5.1	3.2	0.1
16	COc1cc(C(C)=O)ccc1OCC(=O)OC(C)C(=O)c1ccc(F)cc1 (stereo not drawn)	-7.8	12.4	-0.2	-5.0	-1.9	0.4	11.8	-58.0	3.1
17	COc1ccc(CCNC(=O)CSc2ccccn2)cc1	-4.4	11.2	-0.3	5.5	5.0	1.1	7.3	3.2	-3.4
18	O=C(O)C1C2C=CC3(CN(Cc4ccco4)C(=O)C13)O2 (stereo not drawn)	-2.4	7.6	-3.6	-1.6	1.0	1.2	-5.0	-2.1	-0.6
19	O=C(NCCC1=CCCCC1)c1cc(-c2ccncc2)nc2ccccc12	-4.9	24.3	-2.9	2.6	-11.1	-0.8	4.6	-10.2	3.8
20	C/C(=N\Nc1ncc(Cl)cc1Cl)c1ccc(N2CCOCC2)cc1	-3.0	-42.0	-0.3	-3.5	-6.4	3.3	-11.7	7.1	-12.1

# Exported with each value named: part of the list above.
14) COC(=O)C1CCN(C(=O)C2CCN(C(=O)[C@H](C)NS(=O)(=O)c3ccc(C)cc3)CC2)CC1
- HKDC1 inh: -4.7
- SENP8 block-1: 20.8
- MIN6 prolif: 1.1
- SENP8 block-2: 2.4
- SENP6 block: 0.8
- SENP1 inh: 1.9
- SENP7 block: 2.5
- PfGluPho inh: -1.2
- UBC13 polyUb: -1.5
12) COc1ccc(C2=C/C(=C\c3ccccc3OC(C)=O)C(=O)O2)cc1
- HKDC1 inh: -3.5
- SENP8 block-1: -308.8
- MIN6 prolif: -4.3
- SENP8 block-2: -6.2
- SENP6 block: -19.0
- SENP1 inh: -24.2
- SENP7 block: 14.8
- PfGluPho inh: 5.5
- UBC13 polyUb: -10.3

# Additional records:
No.	smiles	HKDC1 inh	SENP8 block-1	MIN6 prolif	SENP8 block-2	SENP6 block	SENP1 inh	SENP7 block	PfGluPho inh	UBC13 polyUb
21	CCSc1nc(-c2ccccc2)c(-c2ccccc2)n1CC(O)CO (stereo not drawn)	-4.5	-158.5	4.3	-1.5	4.9	-1.6	4.6	-6.7	8.4
22	O=C(CC(Nc1ccc(F)cc1)c1ccccc1)c1ccccc1 (stereo not drawn)	-1.5	-5.2	-5.8	-3.5	-18.0	2.0	-1.3	-16.4	3.3
23	COC(=O)CN1C(=O)C(O)(CC(=O)c2ccc(Br)cc2)c2ccccc21 (stereo not drawn)	-4.4	4.1	-4.6	-2.0	6.1	0.5	1.3	15.3	8.1
24	COc1ccccc1CNC(=O)C1CCN(S(=O)(=O)c2cccc3nonc23)CC1	2.7	19.6	0.0	3.0	-14.6	8.3	10.5	-13.9	6.6
25	Cc1ccc(S(=O)(=O)N2CCC(C(=O)N3CCc4ccccc43)CC2)cc1	5.4	10.0	-2.4	11.2	-8.6	1.1	4.1	2.1	-4.4
26	COc1ccc(C(=O)O/N=C(\N)c2ccc(OC)c(OC)c2)cc1	-3.0	7.0	-3.2	22.9	64.0*	1.3	81.3*	9.1	-6.2
27	CSc1nc(C)c(C(=O)C[n+]2ccc(C)cc2)cc1C#N	1.9	11.8	2.7	-6.6	0.3	-1.7	-5.3	-24.8	-1.3
28	Nn1c(SCC(=O)Nc2ccccc2F)nnc1C1CCCCC1	-4.3	7.6	-2.5	-12.0	-15.6	2.2	-13.7	-8.6	0.0
29	CC1CCCC(NCC(O)COC(c2ccc(F)cc2)c2ccc(F)cc2)C1C (stereo not drawn)	-1.2	27.3	-6.5	21.4	6.7	0.3	-3.5	-4.5	14.9
30	CC(C)Nc1nc(NC(C)C)nc(SCCOC(=O)Nc2ccc(Cl)cc2Cl)n1	6.6	12.0	-3.4	-5.2	-11.0	-0.2	4.8	6.9	5.8

# Looked up one by one from the entries so far, 3 records:
No.	smiles	HKDC1 inh	SENP8 block-1	MIN6 prolif	SENP8 block-2	SENP6 block	SENP1 inh	SENP7 block	PfGluPho inh	UBC13 polyUb
27	CSc1nc(C)c(C(=O)C[n+]2ccc(C)cc2)cc1C#N	1.9	11.8	2.7	-6.6	0.3	-1.7	-5.3	-24.8	-1.3
29	CC1CCCC(NCC(O)COC(c2ccc(F)cc2)c2ccc(F)cc2)C1C (stereo not drawn)	-1.2	27.3	-6.5	21.4	6.7	0.3	-3.5	-4.5	14.9
21	CCSc1nc(-c2ccccc2)c(-c2ccccc2)n1CC(O)CO (stereo not drawn)	-4.5	-158.5	4.3	-1.5	4.9	-1.6	4.6	-6.7	8.4

# (list continues)
No.	smiles	HKDC1 inh	SENP8 block-1	MIN6 prolif	SENP8 block-2	SENP6 block	SENP1 inh	SENP7 block	PfGluPho inh	UBC13 polyUb
31	CCOC(=O)CNc1nc(Cl)c(C#N)s1	-3.2	10.8	-1.6	-11.7	-23.4	-3.8	-5.7	-6.7	-20.6
32	CCCCC(c1nnnn1CC1CCCO1)N1CCN(c2nc3ccccc3s2)CC1 (stereo not drawn)	-4.8	19.6	·	·	·	1.3	·	6.4	·
33	COc1ccccc1Oc1c(C)oc2cc(OC(=O)c3ccco3)ccc2c1=O	16.7	-305.1	-4.8	0.5	-10.1	-5.7	13.2	4.9	2.2
34	O=C(O)C1CCCCC1C(=O)N1CC=C(c2ccccc2)CC1 (stereo not drawn)	-3.5	0.5	-3.9	2.2	7.9	-4.5	-0.7	2.2	1.4
35	COc1ccc(NC(=O)c2cc(S(=O)(=O)N3CCc4ccccc43)cn2C)c(OC)c1	1.5	10.5	2.3	-11.7	-14.1	0.3	10.4	-2.2	-2.3
36	CCOC(=O)C1=C(C)NC(C)=C(C(=O)OCC)C1C(=O)OCC(=O)N1CCCCC1CC (stereo not drawn)	-5.0&-1.7	-440.3	-2.8	0.9	-8.2	-8.2&-5.4	1.5	-4.2&4.9	15.3
37	CN1CCN(CCCn2cnc3c(=O)oc4ccccc4c32)CC1	-1.1	-1.6	2.9	-0.1	9.4	0.9	3.8	-7.0	0.4
38	Cc1ccc(OCC(=O)NNC(=O)c2cccnc2)cc1C	-9.7	6.6	-1.4	-5.4	7.0	1.0	7.9	-6.8	5.8
39	S=C(NCC1CCCO1)NC12CC3CC(CC(C3)C1)C2 (stereo not drawn)	-10.9	2.5	0.2	-3.3	-49.1	0.0	8.2	3.2	3.8
40	CNCCCc1[nH]nc(N)c1C#N	-3.8	11.8	-0.8	-7.2	-2.7	0.9	-5.1	4.5	0.7
41	O=S(=O)(Nc1ccc(Cl)cn1)c1cccs1	2.9	-6.4	0.7	-2.4	-8.7	-0.9	2.2	7.6	2.3
42	O=C(CN1C(=O)S/C(=C\c2ccccc2)C1=O)NC1CCS(=O)(=O)C1 (stereo not drawn)	-4.9	12.2	-4.1	7.5	21.3	0.8	1.0	-12.9	-15.2
43	O=C1c2ccccc2C(=O)N1CCn1ccnc1	-5.8	9.5	0.6	-10.2	0.1	-0.5	2.0	-3.8	7.5
44	CN1CCN(c2cnn(-c3ccccc3)c(=O)c2Br)CC1	1.5	14.6	-0.8	-3.6	-22.0	-0.5	4.4	-7.6	-3.4
45	Cc1ccccc1C(=O)c1c[nH]c(C(=O)NCc2cccs2)c1	-6.6	11.4	0.8	1.9	-1.4	0.6	2.4	-4.0	0.5
46	Cc1nn(CCC(=O)NNC(=S)Nc2ccc(Cl)cc2)c(C)c1[N+](=O)[O-]	-0.6	35.4	3.5	-10.8	-25.0	-0.8	-1.4	10.6	-6.8
47	COc1ccc(-c2c[nH]c(=O)[nH]c2=O)cc1OC	17.8	1.2	-0.7	-0.8	7.0	-0.1	0.1	-21.3	5.1
48	CCN(CC)c1ccc2c(Nc3ccccc3)c(C=O)c(=O)oc2c1	-4.5	6.5	-4.5	3.2	1.1	-60.0	6.2	-12.7	-1.0
49	OC(COc1ccc(CNCCc2ccccc2F)cc1)CN1CCCCC1 (stereo not drawn)	-7.7	17.5	-4.2	-5.6	-3.4	-0.2	-4.7	-4.7	6.7
50	COc1ccc(C(=O)Nc2ccccc2NC(=O)c2ccc(OC)cc2)cc1	0.3	20.8	-2.5	-2.4	-8.3	3.9	-4.2	8.3	7.2
51	COc1ccc(CN2CCN(Cc3ccco3)CC2)c(OC)c1	1.1	12.3	-3.1	-7.7	-22.8	0.8	9.9	-7.4	1.0
52	CC(C)Oc1ccc(C(=O)Nc2cccc(S(=O)(=O)N3CCCC3)c2)cc1	0.1	8.1	-2.8	2.1	-3.7	2.3	6.2	5.1	5.7

# From PubChem
